# NTMT1 inhibitor: Primary qHTS for Inhibitors of N-terminal methyltransferase 1 (NTMT1): MTaseGlo Assay; NTMT1 MTase-Glo SAH luminescence, purified enzyme; Potency, µM (titrated, usually from 114 µM), for the others: top-dose activity change, negative = inhibition, hits mostly inhibitors; 59,000 tested, 2.5% active; AID 1645870, 2021;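 also: potency is read from the fitted curve at half-maximal effect; plate controls were DMSO vehicle for no effect and no enzyme for full effect; nearly all actives have a fitted effect of over 65% in size; many of its hits are not listed in these tables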
# Target sequence (Q9BV86 whole entry, looked up): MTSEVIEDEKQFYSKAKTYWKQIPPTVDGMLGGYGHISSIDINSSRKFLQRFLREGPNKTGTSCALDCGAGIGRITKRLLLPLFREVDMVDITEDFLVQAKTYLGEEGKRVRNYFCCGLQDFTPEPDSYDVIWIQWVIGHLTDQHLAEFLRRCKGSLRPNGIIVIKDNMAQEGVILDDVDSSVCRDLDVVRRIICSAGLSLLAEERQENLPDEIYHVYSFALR
# p53null 39C tox: qHTS Screen for Compounds that Selectively Target Cancer Cells with p53 Mutations: Cytotoxicity of p53 Null Cells at the Nonpermissive Temperature; H1299 p53-null (neo) cells, 39C, ATPlite viability, 24 h; Potency, µM (top dose mostly 46.1 µM), inactives show top-dose activity, negative = cell killing, hits mostly cytotoxic; 55,000 tested, 0.97% active;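 also: potency is read from the fitted curve at half-maximal effect; 0% = DMSO only and -100% = full killing by 100 µM tamoxifen; nearly all actives have a fitted effect of over 50% in size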
#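 Following overnight plating at 37C (600 cells/well), H1299-neo or H1299-p53A138V cells are dosed up to 46 uM. Incubation lasts 24 hr at 39C before ATP detection.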
# p53null 32C tox: qHTS Screen for Compounds that Selectively Target Cancer Cells with p53 Mutations: Cytotoxicity of p53 Null Cells at the Permissive Temperature; H1299-neo p53 null cells, ATP luminescence, 24 h, 32C; Potency, µM (series often up to 46.1 µM), without a hit: at the highest dose activity change, negative = cytotoxicity, actives largely listed as cytotoxic; 55,000 tested, 0.62% active;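 also: potency is read from the fitted curve at half-maximal effect; 0% = DMSO only and -100% = full killing by 100 µM tamoxifen; nearly all actives have a fitted effect of over 55% in size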
#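 H1299-neo, 600 cells/well; overnight 37C; cpd up to 46 uM, 24 h at 32C; ATPlite luminescence after 20 min RT; normalized to DMSO (0%) and tamoxifen 100 uM (100% kill); Hill-fit AC50.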
# TSG101-PTAP inh: qHTS Validation Assay for Inhibitors of HIV-1 Budding by Blocking the Interaction of PTAP/TSG101: Sytravon Library Screen; Fluorescence polarization, FITC-PTAP peptide/Tsg101, 20 min; Potency, µM (top dose mostly 115 µM), for the others: at the top dose activity change, negative = inhibition, most hits filed as inhibitors; 44,000 tested, under 10 active; Tumor susceptibility gene 101 protein (Homo sapiens), Q99816; also: potency is read from the fitted curve at half-maximal effect; 0% is about no effect
# Target sequence (Q99816 whole entry, looked up): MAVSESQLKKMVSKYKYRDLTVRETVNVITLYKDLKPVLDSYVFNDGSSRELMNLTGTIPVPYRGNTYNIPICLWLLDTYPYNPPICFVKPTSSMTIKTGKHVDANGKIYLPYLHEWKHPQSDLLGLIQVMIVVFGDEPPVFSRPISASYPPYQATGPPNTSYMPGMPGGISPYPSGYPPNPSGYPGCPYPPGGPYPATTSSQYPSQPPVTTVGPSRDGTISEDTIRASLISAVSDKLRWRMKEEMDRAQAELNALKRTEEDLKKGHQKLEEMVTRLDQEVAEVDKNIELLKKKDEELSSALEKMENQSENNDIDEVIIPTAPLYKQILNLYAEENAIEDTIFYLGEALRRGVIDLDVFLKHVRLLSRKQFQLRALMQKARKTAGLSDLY
#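 Read-out is FITC fluorescence polarization. Compounds were added to Tsg101 binding domain (10 uM final), then FITC-PTAP peptide (50 nM final), 20 min at r.t. Total S+P intensity flags fluorescent compounds.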
# FH mod: Identification of activators of human fumarate hydratase by quantitative high-throughput screening. 54,000 tested, 0.22% active. Fumarate hydratase, mitochondrial (Homo sapiens), P07954. FH coupled MDH/diaphorase resazurin fluorescence, 15 min. Potency, µM (titrated, usually from 79.9 µM), without a hit: at the highest dose activity change, negative = inhibition, hits mostly inhibitors. AID 1347055, 2019; also: potency is read from the fitted curve at half-maximal effect; % is scaled to controls: 0 for no effect and ±100 for the full control effect; the screen sought activators but most active calls are inhibition curves; nearly all actives have a fitted effect of over 45% in size
# B2AR arrestin ag: qHTS assay of beta-arrestin-biased ligands of beta2-adrenergic receptor: NCGC Sytravon Library Screen; Beta-2 adrenergic receptor (Homo sapiens), P07550; HTLA Tango cells, beta-arrestin recruitment, luciferase luminescence, 18 h; Potency, µM (highest dose often 46.1 µM), for inactives: at the top dose activation, usual class: activators; 44,000 tested, under 10 active; AID 1347077, 2019;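 also: potency is read from the fitted curve at half-maximal effect; 0% = DMSO and full agonism = EC100 isoproterenol or metaproterenol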
#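 First, Tango cells carrying beta2-AR and beta-arrestin fusions received compound up to 46 microM. After 18 hr at 37 degrees C, luciferase substrate was added for 15 minutes, then luminescence gave %Activity for curve fitting.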
# GALK inh: qHTS Assay for Inhibitors of Human Galactokinase (GALK): NCGC Sytravon Library Screen | P51570 | recombinant GALK, Kinase-Glo ATP luminescence, 1 h | Potency, µM (series often up to 57.5 µM), for the others: at the top dose activity, negative = inhibition, most hits filed as inhibitors | 44,000 tested, under 10 active | AID 1347072, 2019;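 also: plate controls were full GALK reaction for no effect and reaction lacking GALK for full effect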
# Target sequence (P51570 whole entry, looked up): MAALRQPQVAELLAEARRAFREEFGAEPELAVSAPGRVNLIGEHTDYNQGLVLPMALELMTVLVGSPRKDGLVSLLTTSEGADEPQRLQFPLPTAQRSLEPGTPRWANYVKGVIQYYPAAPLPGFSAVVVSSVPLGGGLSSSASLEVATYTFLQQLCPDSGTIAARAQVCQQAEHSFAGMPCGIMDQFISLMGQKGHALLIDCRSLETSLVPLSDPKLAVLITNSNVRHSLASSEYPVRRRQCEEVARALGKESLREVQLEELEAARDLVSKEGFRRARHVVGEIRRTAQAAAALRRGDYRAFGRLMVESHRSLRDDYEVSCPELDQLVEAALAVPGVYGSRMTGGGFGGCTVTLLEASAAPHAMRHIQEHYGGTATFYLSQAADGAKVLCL
#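 Reactions with and without enzyme served as controls. GALK at 5 nM phosphorylates 100 uM galactose using 35 uM ATP (HEPES pH 8.0, Mg2+) for 1 h at RT, with luminescence read 10 min after adding Kinase-Glo Plus.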
# * marks the source's active call; other numbers are inactive results; ? = inconclusive; / = no result given; [ ] = another dose, or the depositor's remark. Calls follow the shape of the dose curve; as a rule, active = well fitted curve in the direction sought with a large enough effect; inconclusive = small, poorly fitted or top-dose-only effect, or another doubt; inactive = no such curve, though single readings can be large; an effect the other way counts as inactive or inconclusive.
SMILES,NTMT1 inhibitor,p53null 39C tox,p53null 32C tox,TSG101-PTAP inh,FH mod,B2AR arrestin ag,GALK inh
O=C(Nc1ccc(OCc2cc(=O)n3ccccc3n2)cc1)c1ccccc1Cl,0%,17%,-7%,-3%,-5%,0%,-1%
CCOc1ccc(-c2nnc(SCC(=O)Nc3cc(F)ccc3F)o2)cc1,3%,-14%,-4%,4%,-2%,-3%,?
Cc1ccc(NC(=O)CN(C)S(=O)(=O)c2ccc3c(c2)n(C)c(=O)c(=O)n3C)cc1F,-29%,-14%,-10%,0%,-23%,0%,7%
CCOC(=O)c1ccccc1NC(=O)CSc1nccn1Cc1ccco1,8%,-12%,-1%,-9%,-5%,-1%,4%
Cc1oc2c(c(C)cc3oc(=O)c(CC(=O)NCc4ccc(F)cc4)c(C)c32)c1C,0%,15%,-3%,-7%,2%,1%,1%
CCn1c(SCC(=O)c2ccccc2)nnc1-c1cccc(Cl)c1,-16%,-16%,6%,-2%,-5%,-2%,-2%
COc1ccc(CCNC(=O)c2ccc(-n3c(C)cc4c3CCC(C)C4)cc2)cc1OC (stereo unspecified),0%,-22%,0%,-1%,-6%,?,-5%
CCOc1ccc(NC(=O)C2CCCN(S(=O)(=O)c3c(C)noc3/C=C/N(C)C)C2)cc1 (stereo unspecified),4%,61%[activator],44%[activator],1%,?,0%,7%
COc1ccc(N2CC(NC(=O)c3cc4ccccc4o3)CC2=O)cc1OC (stereo unspecified),-6%,6%,2%,-2%,5%,-2%,0%
CCOc1ccc(-c2nonc2NC(=O)c2oc3cc(Br)ccc3c2C)cc1,23%,?,?,-10%,-9%,-3%,3%
CCOc1ccc(C2Nc3c(C)cccc3-c3cc(C)nn32)cc1 (stereo unspecified),4%,-17%,17%,-3%,?,1%,2%
Cc1nn(CC(=O)NCc2ccccc2Cl)c(=O)c2nn(-c3ccccc3)c(C)c12,-19%,-7%,-2%,2%,-14%,1%,0%
Cc1ccc(N2C(=O)N(CC(=O)C(C)(C)C)c3ccccc3S2(=O)=O)cc1C,?,-9%,-4%,-6%,-10%,0%,0%
CCOc1ccccc1NC(=O)CSc1nccn1-c1ccc(Cl)cc1,-15%,11%,-2%,1%,-10%,0%,-2%
CC(=O)c1cccc(NC(=O)Cn2c(C)c3cnn(-c4ccccc4)c(=O)c3c2C)c1,-1%,-8%,2%,3%,-2%,-3%,2%
COc1ccc(CCNc2ncnc3onc(C)c23)c(OC)c1,-3%,-27%,-5%,-3%,-12%,0%,-2%
COc1ccc(C(CNC(=O)c2ccc(F)cc2)N2CCCC2)cc1 (stereo unspecified),-6%,-23%,-2%,-1%,7%,-2%,0%
COc1ccc(OC2CCN(S(=O)(=O)c3ccc(OC)cc3)CC2)cc1,3%,3%,10%,-1%,-16%,-1%,3%
COc1ccc(-c2nc(SCC(=O)N3CCN(c4ccc(F)cc4)CC3)n[nH]2)cc1,3%,-19%,-4%,1%,6%,0%,0%
NC(=O)C1CCN(C(=O)Cn2c(-c3cccs3)cc3ccccc32)CC1,-3%,-7%,0%,-4%,-18%,1%,2%
CCOC(=O)c1ccc(CN(Cc2ccc(OC)cc2)S(=O)(=O)c2cccc(C(F)(F)F)c2)cc1,10%,-4%,-5%,-1%,2%,-1%,0%
CCc1ccc(-n2c(=O)c3c4c(sc3n(CC(=O)c3ccc(F)cc3)c2=O)CCC4)cc1,10%,-25%,3%,-7%,-6%,1%,-1%
O=C(NCCc1ccccc1)c1cc(-c2ccccc2)nc2n[nH]c(-c3ccccc3)c12,-4%,-27%,-15%,-3%,0%,1%,0%
COc1ccc(N2CC(NC(=O)C3CC3)CC2=O)cc1 (stereo unspecified),5%,23%,-6%,2%,3%,-4%,1%
COc1ccc(-c2nn(C)c3sc(C(=O)NCCN(C)C)cc23)cc1OC,-19%,-20%,4%,-3%,-18%,1%,1%
SMILES,NTMT1 inhibitor,p53null 39C tox,p53null 32C tox,TSG101-PTAP inh,FH mod,B2AR arrestin ag,GALK inh
Cc1ccc(-c2[nH]c3ccccc3c2SCCNC(=O)c2ccc(S(=O)(=O)N3CCOCC3)cc2)cc1,4%,-8%,9%,-7%,-22%,0%,-3%
CCOc1ccc(C(=O)NCCn2cc(SCC(=O)Nc3ccc4c(c3)OCCO4)c3ccccc32)cc1,17%,/,/,-5%,-18%,-2%,-1%
CCc1ccc(C2=CC(c3c(F)cccc3Cl)n3c(nc4ccccc43)N2)cc1 (stereo unspecified),3%,?,8.9µM*,-5%,3%,8%,-1%
Cc1c(Cl)cccc1NC(=O)CCOc1ccccc1,?,-6%,6%,-1%,-12%,1%,-4%
Cc1cc(C)cc(NC(=O)C2CC(=O)N(c3ccccc3)C2)c1 (stereo unspecified),2%,-22%,13%,-8%,-9%,-1%,7%
COc1ccc(OC)c(NC(=O)CCn2cccn2)c1,?,-4%,2%,0%,10%,0%,0%
CCCCN(C)CCCNC(=O)Cn1ncc2c3ccccc3n(Cc3ccccc3F)c2c1=O,?,?,9%,-10%,-4%,-3%,2%
Cc1nc2nc(C(F)(F)F)[nH]n2c(=O)c1Cc1ccccc1,9%,-5%,5%,2%,-3%,6%,-2%
Cc1nnc(N2CCCC(C(=O)NCCc3ccccc3)C2)c2nn(-c3ccccc3)c(C)c12 (stereo unspecified),-5%,-23%,-10%,-1%,?,0%,1%
CCc1ccc(CN(Cc2ccco2)C(=O)c2ccc(OC)cc2)cc1,-17%,7%,22%,-11%,-20%,-2%,-4%
CC1CCC(NC(=O)c2ccc3c(c2)N(Cc2ccccc2)C(=O)c2ccccc2S3=O)CC1 (stereo unspecified),16%,5%,-12%,0%,-18%,0%,2%
Cc1ccc(-c2noc(CCC(=O)Nc3ccc(F)cc3Cl)n2)cc1,0%,-24%,-2%,3%,-6%,1%,-5%
Cc1cccc2sc(N(CCCN(C)C)C(=O)COc3ccccc3)nc12,?,-11%,-6%,1%,-2%,-1%,0%
Nc1nonc1-c1nc2ccccc2n1Cc1cccc(Cl)c1,?,?,1%,7%,-1%,0%,-1%
Cc1ccc(-c2noc(-c3ccc(N4CCOCC4)c([N+](=O)[O-])c3)n2)cc1,11%,20%,-7%,-2%,-8%,0%,2%
CCOC(=O)c1cccc(Nc2ccc3cc(S(=O)(=O)N4CCCCC4)ccc3n2)c1,5%,-8%,-2%,1%,?,0%,1%
CCOc1ccc(NS(=O)(=O)c2ccc3c(c2)CCCN3C(=O)C2CCC2)cc1,1%,-3%,3%,1%,-18%,0%,2%
Cc1ccc2oc(-c3cc(NC(=O)c4oc5ccccc5c4C)ccc3Cl)nc2c1,8%,-11%,4%,0%,-4%,0%,3%
CCC(C(=O)NCCc1ccc(OC)c(OC)c1OC)n1nc(C)c2sc3ccccc3c2c1=O (stereo unspecified),11%,1%,-11%,8%,0%,-3%,0%
O=C(NCc1cccc(Cl)c1)c1cnc(N2CCOCC2)c2ccccc12,-4%,4%,4%,-3%,-1%,0%,0%
CC1=C(c2ccc(F)cc2)S(=O)(=O)N=C1N1CCC(C(=O)NCCc2cccc(C)c2)CC1,?,16%,7%,0%,-2%,0%,1%
Clc1ccc(Nc2nc(-c3ccccc3)c3ccccc3n2)c(Cl)c1,8%,-8%,4%,-3%,-4%,1%,-1%
CC(C)(C)OC(=O)N1CCC(c2c(C(=O)N3CCCCC3)cnn2-c2ccc(F)cc2)CC1,-2%,-5%,0%,-2%,5%,0%,4%
Cc1cccc(NC(=O)Cn2c(=O)n(CCC(=O)N3CCc4ccccc4C3)c(=O)c3ccccc32)c1,5%,9%,18%,0%,-14%,0%,4%
CCc1ccc(CNC(=O)c2cc3c(=O)n(Cc4cccs4)ccc3nc2C)cc1,/,11%,15%,-1%,/,0%,-1%
CCCCNc1nc(Oc2ccc(=O)n(-c3ccccc3)n2)nc(N(C)C)n1,8%,-7%,1%,-2%,0%,-2%,0%
Cc1cccc(OCC(=O)N(Cc2ccccc2)c2ccccn2)c1,6%,10%,-6%,-3%,11%,0%,2%

# Quoted from the listing:
# For GALK inh, CC(C)(C)OC(=O)N1CCC(c2c(C(=O)N3CCCCC3)cnn2-c2ccc(F)cc2)CC1 has the entry 4%
# For B2AR arrestin ag, CCOc1ccc(C(=O)NCCn2cc(SCC(=O)Nc3ccc4c(c3)OCCO4)c3ccccc32)cc1 has the entry -2%

# 11 successive records out of the list so far, for reference:
SMILES,NTMT1 inhibitor,p53null 39C tox,p53null 32C tox,TSG101-PTAP inh,FH mod,B2AR arrestin ag,GALK inh
O=C(Nc1ccc(OCc2cc(=O)n3ccccc3n2)cc1)c1ccccc1Cl,0%,17%,-7%,-3%,-5%,0%,-1%
CCOc1ccc(-c2nnc(SCC(=O)Nc3cc(F)ccc3F)o2)cc1,3%,-14%,-4%,4%,-2%,-3%,?
Cc1ccc(NC(=O)CN(C)S(=O)(=O)c2ccc3c(c2)n(C)c(=O)c(=O)n3C)cc1F,-29%,-14%,-10%,0%,-23%,0%,7%
CCOC(=O)c1ccccc1NC(=O)CSc1nccn1Cc1ccco1,8%,-12%,-1%,-9%,-5%,-1%,4%
Cc1oc2c(c(C)cc3oc(=O)c(CC(=O)NCc4ccc(F)cc4)c(C)c32)c1C,0%,15%,-3%,-7%,2%,1%,1%
CCn1c(SCC(=O)c2ccccc2)nnc1-c1cccc(Cl)c1,-16%,-16%,6%,-2%,-5%,-2%,-2%
COc1ccc(CCNC(=O)c2ccc(-n3c(C)cc4c3CCC(C)C4)cc2)cc1OC (stereo unspecified),0%,-22%,0%,-1%,-6%,?,-5%
CCOc1ccc(NC(=O)C2CCCN(S(=O)(=O)c3c(C)noc3/C=C/N(C)C)C2)cc1 (stereo unspecified),4%,61%[activator],44%[activator],1%,?,0%,7%
COc1ccc(N2CC(NC(=O)c3cc4ccccc4o3)CC2=O)cc1OC (stereo unspecified),-6%,6%,2%,-2%,5%,-2%,0%
CCOc1ccc(-c2nonc2NC(=O)c2oc3cc(Br)ccc3c2C)cc1,23%,?,?,-10%,-9%,-3%,3%
CCOc1ccc(C2Nc3c(C)cccc3-c3cc(C)nn32)cc1 (stereo unspecified),4%,-17%,17%,-3%,?,1%,2%

# Not all compounds are listed; count on the stated rates, not on these rows.
